Compound activity (PubChem)
Statin myotox sup: suppressors of simvastatin-induced myotoxicity in C2C12 myotubes; ATP luminescence, 48 h; scaled: DMSO 0, geranylgeraniol control 100; rescue of ATP level, % at 7.49 µM; 0.78% of 330,000 active;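 active = mean ATP rescue above about 67%, or every replicate alone reaching that limit, limit read from the data, passing the limit was not always enough; inconclusive = no clear call, values can overlap the other calls; inactive = mean under the limit and some replicate under it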;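 note: myotubes were challenged with 10 µM simvastatin during compound exposure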
ERp5 block: ERp5 (human) disulfide isomerase inhibition; Q15084; 0.05% of 350,000 active; inhibition, % at 9.99 µM; ERp5 insulin aggregation, absorbance 650 nm, 90 min;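 active = mean replicate inhibition above about 25%, with every replicate also reaching it, limit read from the data, passing the limit was not always enough; inconclusive = only one of those two criteria met; inactive = neither criterion met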
Target sequence (Q15084 whole entry, looked up): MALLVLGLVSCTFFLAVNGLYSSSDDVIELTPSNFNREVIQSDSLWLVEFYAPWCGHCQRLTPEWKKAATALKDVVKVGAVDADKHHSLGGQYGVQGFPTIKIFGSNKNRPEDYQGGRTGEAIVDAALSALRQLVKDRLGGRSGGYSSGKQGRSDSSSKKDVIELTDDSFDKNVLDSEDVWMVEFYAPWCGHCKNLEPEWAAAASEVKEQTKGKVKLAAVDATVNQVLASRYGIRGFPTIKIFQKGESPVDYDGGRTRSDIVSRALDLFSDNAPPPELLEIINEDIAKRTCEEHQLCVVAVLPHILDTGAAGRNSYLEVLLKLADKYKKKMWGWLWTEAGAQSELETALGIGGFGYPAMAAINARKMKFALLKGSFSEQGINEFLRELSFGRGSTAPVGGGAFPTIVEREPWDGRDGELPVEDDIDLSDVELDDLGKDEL
PglD inh: blocks C. jejuni PglD acetyltransferase activity; inhibition, % at 12.5 µM; purified PglD enzyme, DTNB colorimetric CoA detection; 0.098% of 360,000 active; in the data active = inhibition above about 16%, passing the limit was not always enough; inconclusive = no clear call, values can overlap the other calls; note: strong numbers were not always called active
S100A4 MyoIIA: blocks human S100A4 binding to myosin IIA peptide. P26447. 0.14% of 360,000 active. inhibition, % at 10.7 µM. S100A4/TAMRA-MyoIIA peptide fluorescence polarization;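 active = mean inhibition of at least 70% across replicates, with every replicate also reaching that level; inconclusive = mean inhibition reaches 70% but some replicates fall short; inactive = mean inhibition below 70%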
Target sequence (P26447 whole entry, looked up): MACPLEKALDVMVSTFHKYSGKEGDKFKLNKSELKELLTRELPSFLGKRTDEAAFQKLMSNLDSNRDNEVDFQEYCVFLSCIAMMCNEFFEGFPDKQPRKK
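Test system: S100A4 monomer protein; Medium: HEPES pH 7.2 with CaCl2, KCl, NaCl, DTT, Triton; Probe or stimulus: TAMRA-labelled myosin IIA heavy-chain peptide probe, 5 nM; Doses: one dose per compound; Times: polarization read 5 min after assay mix addition, stable 5–60 min; Benchmarks: neutral control DMSO, positive control TFP.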
E-selectin induc: E-selectin induction on HUVECs | 0.37% of 260,000 active | activation, % at 7.58 µM | HUVEC E-selectin immunofluorescence imaging; normalized: neutral wells 0, TNF-alpha wells 100;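 active = mean E-selectin-positive cell signal at least 10% of the positive control, reached in at least 60% of replicates, without over 20% cell loss; inconclusive = no rule given, readout overlaps actives, possibly toxicity-flagged; inactive = the rest, including those meeting only one limit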;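 note: in these data hits start at about 27%; measured in HUVEC primary endothelial cells; signal is the percent of cells scored E-selectin positive by PE staining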
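System: HUVEC / Compound: single concentration / Signal: immunofluorescence imaging / Read-out: percent E-selectin-positive cells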
SIRT5 block: blocks human SIRT5 desuccinylation of peptide. inhibition, % at 15 µM. AID 652115. 1.1% of 330,000 active. Purified SirT5, succinyl-peptide AMC, trypsin-coupled fluorescence; in the data active = inhibition above about 15%; inconclusive = no clear call, values can overlap the other calls
Target sequence (Q9NXA8 whole entry, looked up): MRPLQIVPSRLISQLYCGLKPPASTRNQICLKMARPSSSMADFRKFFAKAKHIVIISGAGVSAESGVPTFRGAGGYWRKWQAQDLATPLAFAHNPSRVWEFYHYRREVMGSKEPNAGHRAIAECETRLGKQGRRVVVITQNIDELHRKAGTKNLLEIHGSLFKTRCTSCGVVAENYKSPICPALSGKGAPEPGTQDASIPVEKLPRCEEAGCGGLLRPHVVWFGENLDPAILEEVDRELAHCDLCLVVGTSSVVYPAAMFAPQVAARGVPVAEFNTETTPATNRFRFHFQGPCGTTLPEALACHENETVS
DENV2 CPE rescue: protects cells from dengue virus 2 cytopathic effect; DENV2-infected cells, cytopathic effect rescue, plate reader; CPE inhibition, % at 9.99 µM; 1.7% of 350,000 active; in the data active = CPE inhibition above about 20%, passing the limit was not always enough; inconclusive = no clear call, values can overlap the other calls; tested in BHK-21 cells;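 note: 0% = median of neutral control wells and 100% = median of positive control wells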
Starred values were filed as active, the others as inactive; ? = inconclusive; / = no result given; & = joins results of further samples. These rows are one share of the data, so the mix of outcomes need not match the whole.

Every second line gives: Statin myotox sup	ERp5 block	PglD inh	S100A4 MyoIIA	E-selectin induc	SIRT5 block	DENV2 CPE rescue
- O=C(C1CC(c2ccc(F)cc2)=NO1)N1CCCCC1 (stereo not drawn)
  -13	-6	/	-10	/	3	-10
- CC1(C)C/C(=N\O)c2cc3c(nc2C1)CCCC3
  3	2	-3	0	/	-2	/
- Cc1ccc(CN(CC(=O)NC(C)(C)C)C(=O)CNC(=O)c2cccs2)cc1
  /	-6	/	-2	/	-1	-10
- N#C[C@@H]1[C@H](c2ccc(C3=CCCC3)cc2)[C@@H](CO)N1C(=O)NC1CCCCC1
  /	2	/	-25	2.9	1	-1
- COc1ccc(OCC(=O)NCCc2c[nH]c3ccccc23)cc1
  /	6	/	-1	2.1	-2	0
- O=C(N/N=C/c1cc([N+](=O)[O-])ccc1Cl)c1cc(-c2ccccc2)nc2ccccc12
  /	6	/	2	-1.8	/	4
- CCCc1cc(C(=O)Nc2cc(C)on2)no1
  6	-1	2	1	1.7	-2	-6
- C[C@@H]1CN([C@@H](C)CO)C(=O)c2cc(NS(=O)(=O)c3ccc(Cl)cc3)ccc2O[C@H]1CN(C)CC1CC1
  -25	-5	3	27	0.3	2	29*
- C[C@H](CO)N1C[C@H](C)[C@@H](CN(C)Cc2ccc(Oc3ccccc3)cc2)Oc2c(NC(=O)NC3CCCCC3)cccc2C1=O
  /	6	2	5	0.1	-4	0
- CCN(CC)C(=O)C[n+]1cccc(/C=N/O)c1
  /	0	/	1	/	-4	-6
- CCC(C)[C@H]1CNC(=O)C(=O)N1CCCCC1CCCCC1 (stereo partly drawn)
  /	3	/	-6	0.0	/	-4
- Cc1nc(NC(=O)CSc2nnc(N)s2)c(Cl)cc1Cl
  6	12	0	1	/	-1	5
- CC(C)NC(=O)Nc1ccc2c(c1)C(=O)N([C@@H](C)CO)C[C@H](C)[C@@H](CN(C)Cc1ccc3c(c1)OCO3)O2
  0	-7	-3	9	-2.3	-1	18
- O=C(Nc1ccc(N2CCN(C(=O)c3cccs3)CC2)cc1)c1cccc(F)c1
  -18	1	-3	2	/	-1	2
- CN(CC(=O)Nc1ccc(F)c(F)c1F)C(=O)Cc1ccc2c(c1)OCCO2
  8	-2	-3	1	0.3	0	5
- CC(C)CC(=O)N=Nc1c(O)[nH]c2ccccc12
  5	0	3	-2	-1.1	-27	3
- Cc1cc(Br)cn2c(Cc3cccc(F)c3)c(-c3ccc(F)cc3)nc12
  /	4	/	-4	0.1	-2	-5
- Cc1cc(S(=O)(=O)Nc2ccc(C(=O)NCC3CCCO3)cc2)ccc1F (stereo not drawn)
  -9	10	1	-5	0.6	/	0
- CC(C)(C)Cc1c(-c2ccco2)nc2ccc(Cl)cn12
  0	-4	-3	-7	-1.9	-3	-2
- CC(C)CC1C(=O)N(Cc2cn(CCC3OCCCO3)nn2)CCS(=O)(=O)N1Cc1ccc(-c2ccc(Cl)cc2)cc1 (stereo not drawn)
  -1	3	/	13	0.0	-1	-11

Every second line gives: Statin myotox sup	ERp5 block	PglD inh	S100A4 MyoIIA	E-selectin induc	SIRT5 block	DENV2 CPE rescue
- O=C(Nc1ccncc1)c1ccc2ncsc2c1
  -1	-3	-3	2	-1.2	-3	2
- CN1C(=O)c2cc(NC(=O)Cc3ccccc3)ccc2OC[C@H]2O[C@H](CC(=O)NCc3ccc(Cl)cc3)CC[C@@H]21
  9	/	-2	/	0.0	/	1
- CCc1ccccc1NC1=CC(=O)CC(C)(C)C1
  /	1	/	-1	/	-1	-13
- CS(=O)(=O)Nc1ccc2c(c1)[C@@H]1C[C@H](CC(=O)NCc3ccc(-c4ccccc4)cc3)O[C@H](CO)[C@@H]1O2
  -16	/	-8	/	0.1	/	7
- CCOc1ccc(NC(=O)CN(C)C(=O)c2cc(C)on2)cc1OCC
  -2	-1	-3	0	/	1	8
- Cc1ccc2nc(SCC(=O)Nc3nonc3C)[nH]c2c1
  -6	-3	-1	-5	0.0	0	11
- CC1(C(=O)Nc2ccccc2)CCN1C(=O)C1(c2ccc(Cl)cc2)CC1 (stereo not drawn)
  5	8	2	-3	-0.1	-3	-7
- O=C(N/N=C/c1ccccc1O)c1ccncc1
  -9	-5	-6	-4	1.2	-5	16
- Cc1cc(C(=O)NC(C)C2CCCO2)cs1 (stereo not drawn)
  -29	3	0	0	/	-7	/
- Nc1cc(=O)[nH]c(SCC(=O)N2CCC(Cc3ccccc3)CC2)n1
  7	4	4	-7	/	0	?
- CCN(CC(=O)NCc1ccc(Cl)cc1)Cc1cc(=O)n2ccsc2n1
  /	-3	/	-3	/	2	-6
- Cc1ccc(S(=O)(=O)NC2(C(F)(F)F)NC(=O)N(c3ccc(F)cc3)C2=O)cc1 (stereo not drawn)
  5	1	4	0	/	1	-5
- COc1ccc(CNC(=O)[C@@H](NC(=O)C2CCN(C(=O)[C@@H](N)Cc3ccccc3)CC2)C(C)C)cc1
  -2	-4	-1	-1	/	/	?
- Cc1cc(C)cc(NC(=S)/N=C(\N)Nc2nc(C)c3ccccc3n2)c1
  /	6	/	0	-0.1	/	-3
- N#C/C(=C(/O)c1ccc(C(=O)c2ccccc2)cc1)c1nc2ccccc2[nH]1
  /	6	4	-1	0.1	-7	3
- NC(=O)N/N=C/C=C/c1ccccc1
  /	3	/	-1	-1.0	2	6
- Cc1[nH]n(-c2ccccc2)c(=O)c1/C=N/c1nn[nH]n1
  /	-5	/	3	2.4	-5	4
- C=CCN(c1ccccc1OC)S(=O)(=O)c1cccc(C(=O)OCC(=O)c2c(N)n(C)c(=O)n(C)c2=O)c1
  -8	0	-1	-2	/	-8	-1
- Cc1ccccc1S(=O)(=O)N1[C@H](CO)[C@@H](c2ccc(C#CC3CC3)cc2)[C@@H]1C#N
  -1	4	1	1	2.0	2	-1
- O=C(COC(=O)/C=C/c1cccc(F)c1)Nc1ccc(Cl)cn1
  -9	1	-1	0	2.5	-1	3

Every second line gives: Statin myotox sup	ERp5 block	PglD inh	S100A4 MyoIIA	E-selectin induc	SIRT5 block	DENV2 CPE rescue
- CCOC(=O)COc1ccc2c(=O)c(-c3ccc(OC)c(OC)c3)c(C(=O)OCC)oc2c1
  -13	3	-6	11	-0.1	2	2
- Cc1ccc(/C=N/NC(=O)CN(Cc2ccccc2)S(=O)(=O)c2ccc3c(c2)OCCO3)cc1
  /	1	3	-1	/	/	4
- CCOC(=O)c1c(NC(NC(C)=O)C(Cl)(Cl)Cl)sc2c1CCCC2 (stereo not drawn)
  /	0	/	-4	0.0	-1	-1
- C[C@@H]1CN([C@@H](C)CO)C(=O)c2cc(C3=CCCCC3)cnc2O[C@@H]1CN(C)C(=O)c1cccnc1
  -9	3	-3	8	-0.2	-15	-1
- C[C@@H]1CN([C@H](C)CO)C(=O)c2cc(C#CC3CC3)cnc2O[C@@H]1CN(C)C
  -5	0	-3	-2	0.1	1	/
- CC(=O)c1ccc(N2CCN(C(=O)C(=O)c3cn(CC(=O)N4CCOCC4)c4ccccc34)CC2)cc1
  -8	-1	-3	1	-0.1	/	-4
- COc1ccc(NC(=O)NNC(=O)c2ccc(Cl)cc2Cl)cc1OC
  -4	1	1	3	2.1	-1	-3
- CCOC(CC(=O)NNC(=O)c1c(-c2c(Cl)cccc2Cl)noc1C)OCC
  /	5	-3	-7	0.2	-2	2
- COCCNC(=S)NNc1ccc(Cl)c(C(=O)O)c1
  /	6	/	-3	-0.5	0	-2
- CCn1c(SCC(=O)Nc2ccc(C)cc2)nnc1-c1cnccn1
  8	4	/	-5	/	-4	13
- COc1ccccc1NC(=O)Nc1ccccc1C(N)=O
  /	-1	/	-2	0.1	-2	0
- Cc1cccc(/C=N\NC(=O)c2ccc(Cl)cc2)c1O
  /	2	/	-3	0.0	2	-6
- COc1ccc(C(=O)CSc2nc3ncccc3[nH]2)cc1OC
  /	2	5	1	0.2	/	-1
- COc1ccc(NC(=O)c2cccc(-n3c(C)ccc3C)c2)c(OC)c1
  /	4	/	-5	-0.2	-3	-2
- O=C(CNS(=O)(=O)c1cccs1)N1CCN(c2ccccc2F)CC1
  -4	4	1	-2	/	-2	14
- O=C(Nc1ccc(F)c(Cl)c1)C1Cc2c(-c3ccc4c(c3)OCO4)ccnc2O1 (stereo not drawn)
  1	-2	1	-2	-0.1	1	12
- C[C@H](CO)N1C[C@H](C)[C@@H](CN(C)C(=O)NC2CCCCC2)OCCCC[C@H](C)Oc2ccc(NS(=O)(=O)c3ccc(Cl)cc3)cc2C1=O
  /	-1	-3	-3	/	0	6
- CCN(CC)c1ncnc2c1ncn2[C@H]1CN(Cc2ccccc2)C[C@@H](CO)O1
  60	1	1	2	0.0	/	1
- CCCN1[C@H](C(=O)N[C@H](C)c2ccccc2)[C@@H](CO)[C@@H]2Cn3c(cccc3=O)[C@@H]21
  /	-6	/	-11	0.5	3	-2
- Oc1ccc(C[C@@H]2CNC(=S)N2CCCCC2CCCCC2)cc1
  -10	1	-6	11	/	/	2

Every second line gives: Statin myotox sup	ERp5 block	PglD inh	S100A4 MyoIIA	E-selectin induc	SIRT5 block	DENV2 CPE rescue
- CCc1ccccc1NC(=O)[C@@H]1CCC(=O)N1C1OC(=O)c2c1ccc(OC)c2OC (stereo partly drawn)
  -1	1	2	-4	/	/	-24
- CC(=O)N(C)C[C@H]1Oc2ncc(-c3ccccc3F)cc2C(=O)N([C@@H](C)CO)C[C@H]1C
  -2	0	-2	-5	0.2	2	8
- CCN(CC)CCNC(=O)Cc1nn(CC)c(=O)c2ccccc12
  16	-3	-2	5	/	7	-1
- O=C(OCC(=O)c1ccc[nH]1)c1ccc(Cl)c(Cl)c1
  -6	-2	-3	9	-0.1	-2	-9
- C[C@H](CO)N1C[C@H](C)[C@H](CN(C)S(=O)(=O)c2cccs2)Oc2ncc(-c3cc4ccccc4o3)cc2C1=O
  -7&-64	-1&-7	-1&-1	5&11	-0.2&0.3	-4&1	-3&-13
- CN(C)S(=O)(=O)c1ccc(C(=O)NCC2CC2(Cl)Cl)cc1 (stereo not drawn)
  -1	-3	/	0	/	-1	-1
- CCc1nnc(NC(=O)CN2CCN(C(=O)c3ccccc3)CC2)s1
  /	1	/	-3	/	-5	-3
- CCOC(=O)C(=CNCC(=O)O)C(=O)OCC
  14	6	-7	-2	/	3	2
- O=C(c1cccnc1)N1C[C@@H]2[C@H](c3ccccc31)[C@@H](CO)N2CC1CCCCC1
  -16	1	3	-2	-0.3	3	-6
- CCCCN(C)CCNC(=O)c1ccc(Cn2c(=S)[nH]c3ccc(Br)cc3c2=O)cc1
  /	3	/	-8	/	49*	-2
- C[C@@H]1CN([C@H](C)CO)C(=O)c2cc(NC(=O)Cc3cn(C)c4ccccc34)ccc2O[C@@H]1CN(C)C(=O)Nc1ccc2c(c1)OCO2
  ?	4	0	-25	/	0	10
- O=C(COC(=O)c1ccccc1SCC(=O)NC1CCS(=O)(=O)C1)NC1CCS(=O)(=O)C1 (stereo not drawn)
  /	4	/	6	/	4	-3
- C[C@@H]1CN([C@H](C)CO)C(=O)CCCn2cc(nn2)CO[C@H]1CN(C)C(=O)c1cc(-c2ccccc2)on1
  -2&-13&-9	3&-2	-4&-1	-2&-11	-0.5&0.0	-1&-2	4&-1
- CN1C(=O)c2cc(NS(=O)(=O)CC(F)(F)F)ccc2OC[C@H]2O[C@@H](CC(=O)NCC3CCCCC3)CC[C@@H]21
  -2	1	-2	2	0.1	3	0
- COc1ccc(CN(C)C(=O)Cn2cnc3c(SC)nc(N)nc32)cc1OC
  13	-2	5	1	-0.5	0	10
- COc1ccccc1C(=O)NC1CCN(C(=O)Nc2ccc(F)cc2)CC1
  -11	1	0	1	/	-3	2
